MsrA act: bovine MsrA enzyme activators, primary screen, biochemical, absorbance, HTS; activation, % at 10.6 µM; 360,000 tested, 0.3% active; purified bovine MsrA, absorbance read-out; in the data active means activation above about 7.5%;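 further: 0% = vehicle and 100% = reference activator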
Tb MetRS inh: T. brucei MetRS inhibitors, primary screen, biochemical, luminescence; AID 624268, 2012; purified T. brucei MetRS, ATP depletion, Kinase-Glo luminescence; 360,000 tested, 0.4% active; inhibition, % at 11.9 µM; methionyl-tRNA synthetase (Trypanosoma brucei brucei);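 active means inhibition above a per-plate cutoff of the control wells' mean inhibition plus 3 SD, cut at about 5.5% in these data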;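 further: 0% = DMSO wells median and 100% = median of wells with control inhibitor compound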
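Measured by: Kinase-Glo luciferase luminescence reporting remaining unconsumed ATP. Material: purified T. brucei MetRS enzyme. Doses: 11.9 µM compound single dose, 0.9% DMSO. Medium: HEPES buffer containing pyrophosphatase, BSA, spermine, DTT. Times: 15 min preincubation, 2 h reaction, all 25 °C. Reagent: methionine, ATP and bulk E. coli tRNA.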
MsrA inhibitor: bovine MsrA enzyme inhibitors, primary screen, biochemical, absorbance, HTS | Methionine sulfoxide reductase A (Bos taurus) | purified bovine MsrA, absorbance read-out | inhibition, % at 15.5 µM | 360,000 tested, 0.75% active | AID 651718, 2012; in the data active means inhibition above about 4.5%;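 further: 0% = vehicle wells with enzyme and 100% = reference inhibitor wells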
STEP block: STEP phosphatase inhibitors, primary screen, biochemical, fluorescence intensity, uHTS; AID 588621, 2011; recombinant STEP, OMFP fluorogenic substrate; inhibition, % at 20 µM; 360,000 tested, 0.25% active;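 active means inhibition at 20 µM, scaled per plate between control wells, above about 37%, limit read from the data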;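 further: 0% = DMSO with enzyme and substrate and 100% = substrate only without enzyme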
Target sequence (P54829 whole entry, looked up): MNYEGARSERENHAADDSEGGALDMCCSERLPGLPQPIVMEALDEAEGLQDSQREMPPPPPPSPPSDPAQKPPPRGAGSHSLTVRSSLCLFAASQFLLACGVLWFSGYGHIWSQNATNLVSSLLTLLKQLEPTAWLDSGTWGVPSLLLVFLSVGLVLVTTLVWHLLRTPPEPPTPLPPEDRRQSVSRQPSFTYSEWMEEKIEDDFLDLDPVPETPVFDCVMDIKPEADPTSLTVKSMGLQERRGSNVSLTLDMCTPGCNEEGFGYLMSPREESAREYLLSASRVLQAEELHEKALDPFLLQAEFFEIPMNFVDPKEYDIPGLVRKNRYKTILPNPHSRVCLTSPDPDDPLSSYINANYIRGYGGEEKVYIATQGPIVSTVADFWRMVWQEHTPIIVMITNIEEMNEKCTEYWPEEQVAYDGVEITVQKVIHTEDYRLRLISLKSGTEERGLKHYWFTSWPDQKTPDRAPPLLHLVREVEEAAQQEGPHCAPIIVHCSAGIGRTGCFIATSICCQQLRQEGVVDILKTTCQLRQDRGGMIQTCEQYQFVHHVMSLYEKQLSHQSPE
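Material: STEP (striatal-enriched tyrosine phosphatase) enzyme, cell-free | Medium: 50 mM Bis-Tris pH 6.0 with 2.5 mM DTT and 0.005% Tween 20 | Read-out: Percent inhibition scaled to no-enzyme and uninhibited-enzyme controls, plate-pattern corrected | Signal: Fluorescence read at 480 nm ex / 540 nm em | Times: 20 min reaction, room temperature, in the dark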
CendR NRP1 mod: modulators of CendR peptide binding to NRP-1, primary screen, biochemical, fluorescence polarization, uHTS. Neuropilin-1 (Homo sapiens), O14786. FAM-RPARPAR peptide binding to NRP-1. inhibition, % at 25 µM. 360,000 tested, 0.85% active. AID 602438, 2012;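 active means inhibition or corrected inhibition above about 18%, plus a signal ratio from 0.5 to 1.5, limit read from the data, passing the limit was not always enough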; further: strong numbers were not always called active
LMPTP inh: LMPTP phosphatase inhibitors, primary screen, biochemical, fluorescence intensity, uHTS; 360,000 tested, 0.22% active; Low molecular weight phosphotyrosine protein phosphatase (Homo sapiens), P24666; inhibition, % at 20 µM; recombinant LMPTP-A, OMFP fluorogenic substrate;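 active means compounds that cut the enzyme signal by at least half of the control window in the single-dose screen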;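 further: plate controls were DMSO wells with enzyme plus substrate for no effect and substrate without enzyme for full effect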
Target sequence (P24666 whole entry, looked up): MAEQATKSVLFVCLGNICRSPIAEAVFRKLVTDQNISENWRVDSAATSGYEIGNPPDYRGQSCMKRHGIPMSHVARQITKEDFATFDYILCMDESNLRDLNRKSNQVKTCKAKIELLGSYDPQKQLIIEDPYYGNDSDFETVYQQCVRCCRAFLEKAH
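material = LMPTP-A | quantity = 0.625 nM enzyme | reagent = OMFP substrate, 400 µM final | buffer or medium = Bis-Tris pH 6.0, DTT, detergent | detection = endpoint fluorescence intensity from OMFP dephosphorylation | dosing = single 20 µM dose | read-out basis = % inhibition relative to no-enzyme and uninhibited control wells | control set = no-enzyme and uninhibited controls | timing = 50 min at room temperature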
DNMT1 inh: human DNMT1 methyltransferase inhibitors, primary screen, biochemical, molecular beacon, fluorescence, HinP1I cleavage, uHTS; AID 588458, 2011; inhibition (reported as % activation of signal), % at 10 µM; DNA (cytosine-5)-methyltransferase 1 (Homo sapiens), P26358; 360,000 tested, 0.83% active; in the data active means inhibition above about 50%
SUMO1-SIM PPI: modulators of SUMO1 protein-protein interactions, primary screen, biochemical, uHTS; Small ubiquitin-related modifier 1 (Homo sapiens), P63165; SUMO1 binding to a labelled peptide, TR-FRET, 1 h; inhibition, % at 20 µM; 360,000 tested, 0.33% active; AID 602429, 2012; in the data active means inhibition above about 37%
Target sequence (P63165 whole entry, looked up): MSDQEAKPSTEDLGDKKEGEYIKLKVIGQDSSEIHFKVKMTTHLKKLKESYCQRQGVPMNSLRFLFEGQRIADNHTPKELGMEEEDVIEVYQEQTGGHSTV
eLon inh: inhibitors of E. coli Lon protease, primary screen, biochemical, fluorescence polarization | inhibition, % at 7.94 µM | P0A9M0 | purified E. coli Lon protease | 360,000 tested, 0.42% active; in the data active means inhibition above about 13%, passing the limit was not always enough;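 further: 0% = enzyme with probe and DMSO and 100% = no enzyme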
Scp-1 inhibitor: Scp-1 phosphatase inhibitors, primary screen, biochemical, colorimetric, uHTS; Recombinant Scp1, phosphopeptide, malachite green phosphate absorbance; inhibition, % at 20 µM; 340,000 tested, 0.88% active; AID 493091, 2011;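 active means inhibition above about 50% at 20 µM, limit read from the data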;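 further: plate controls were DMSO wells with enzyme for no effect and wells lacking enzyme for full effect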
Target sequence (Q9GZU7 76-261 limits assumed): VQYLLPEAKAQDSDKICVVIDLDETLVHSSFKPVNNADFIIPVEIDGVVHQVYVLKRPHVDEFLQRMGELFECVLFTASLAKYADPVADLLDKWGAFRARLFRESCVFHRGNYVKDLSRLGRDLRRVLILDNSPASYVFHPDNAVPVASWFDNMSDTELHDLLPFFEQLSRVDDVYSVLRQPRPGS
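Test system: SCP-1 phosphatase catalytic domain, residues 76-261; measured by: colorimetric phosphate reagent with accelerator and stabiliser, absorbance at 630 nm; timing: enzyme reaction 45 min at room temperature, colour 5 min, stabilisation 30 min; also added: Phosphorylated 17-residue peptide substrate; compound dosing: one concentration, 20 µM, with 1.0% DMSO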
* marks the source's active call; other numbers are inactive results; x = no result given.

SMILES	MsrA act	Tb MetRS inh	MsrA inhibitor	STEP block	CendR NRP1 mod	LMPTP inh	DNMT1 inh	SUMO1-SIM PPI	eLon inh	Scp-1 inhibitor
O=C1c2ccccc2C(=O)N1OCCOCCOCCBr	-7	-1.0	0.5	2	-4	-0.7	1	-3	1	13
COc1ccc(OCCOC(=O)c2ccc(-n3cnnn3)cc2)cc1	0	0.0	-0.7	-17	0	1.0	-5	1	3	-11
CN(C)CCN(C(=O)c1ccc(S(=O)(=O)N(C)c2ccccc2)cc1)c1nc2cc3c(cc2s1)OCCO3	-1	0.3	-0.1	2	9	0.1	-6	2	6	-4
C(=C\c1ccccc1)/CN1CCN(C(CCc2ccccc2)c2nnnn2-c2ccc3c(c2)OCCO3)CC1 (centres undefined)	-5	-0.4	-2.1	4	3	6.7	-8	5	-4	x
COc1ccc(NC(=O)C(NC(=O)CC2NC(=O)NC2=O)c2ccccc2)cc1 (centres undefined)	-6	-0.5	0.7	-2	14	-1.6	-3	-4	4	6
COc1ccccc1C(=O)N(NC(=O)Oc1ccccc1)C(C)(C)C	-2	-1.0	0.5	-2	-16	-2.3	-1	4	-5	-1
COc1ccccc1C(=O)NNC(=O)C(=O)NC(C)C	-18	-0.9	0.8	-2	5	1.2	-1	3	-4	0
CC(NC(=O)c1ccc(-c2ccccc2)cc1)C(c1ccccc1)N1CCOCC1 (centres undefined)	0	-0.3	1.0	4	7	0.9	-3	-2	-7	1
O=C(C1CCCO1)N(c1cccc(Cl)c1)C1C=CS(=O)(=O)C1 (centres undefined)	-13	-1.2	1.1	-3	-7	-1.5	8	1	-8	-4
N#Cc1ccccc1NC(=O)CSc1cn[nH]n1	0	-0.8	-0.4	-1	14	-2.0	1	2	12	-8
CC(=O)Nc1ccc(C(=O)NCCN2CCOCC2)cc1	0	1.8	1.1	0	5	-2.1	0	3	2	-10
Cc1ccc(N)cc1NC(=O)CN1CCOCC1	-7	-0.5	-0.6	-5	5	0.8	1	3	-11	-3
COC(C)(C)[C@H](O)COc1c2ccoc2cc2oc(=O)ccc12	-1	-0.2	0.6	-2	3	-0.5	4	1	-3	9
Cc1cc(CNC(=O)c2cc(COc3c(F)cccc3F)on2)nn1C	-1	0.0	-0.4	-2	-2	-0.8	0	-2	-2	1
CCOC(=O)n1c(=O)oc2cc(S(=O)(=O)N3CCCCC3)ccc21	-4	-1.3	x	3	-17	-1.0	6	-3	-6	-5
C[C@H]1CN([C@@H](C)CO)C(=O)CCCn2nncc2CO[C@H]1CN(C)S(C)(=O)=O	-1	0.5	0.4	-1	-7	1.0	5	5	1	x
Cc1ccccc1C(=O)Nc1ccccc1N1CCCCC1	-2	0.1	0.3	1	-4	1.0	5	0	-2	-6
COc1cc(NC(=O)C2(C)CCCN2C(=O)C(C)C)cc(OC)c1OC (centres undefined)	-3	-0.4	-0.6	0	2	0.1	-1	-5	-12	x
CCOc1ccccc1CNC(=O)C1CCN(c2nnc(C)c3c(C)n(-c4ccc(C)cc4)nc23)CC1	-3	0.0	0.1	3	-18	29	16	-8	-14	14
C=CCNC(=O)Nc1ccc2oc(C)nc2c1	-8	-0.9	-0.1	-6	6	-0.3	3	1	-11	4
O=C(COC(=O)c1cc(-c2ccco2)nc2ccccc12)NCc1ccccc1	-5	0.4	0.5	-2	-16	5.0	26	-3	-5	-2
CNCC(=O)N1CCN(c2ncc(C(F)(F)F)cc2Cl)CC1	-6	-0.3	-0.8	-2	0	-4.5	0	-3	5	-4
CCOP(=O)(OCC)C(NC(=O)Nc1ccc(C)c(Cl)c1)c1ccccc1 (centres undefined)	-2	0.1	-1.1	-1	8	0.9	-4	6	3	-8
CC1CC(C)CN(C(=O)CNS(=O)(=O)c2ccc(Br)s2)C1 (centres undefined)	-1	-0.6	-0.9	-4	-1	0.2	1	0	1	-4
CN(C)c1nc(OCCOC(=O)COc2ccc(Cl)cc2Cl)nc(N(C)C)n1	-2	0.5	-0.2	-2	2	2.6	-5	-2	4	2
C/C(=N/NC(=O)CNC(=O)C(c1ccccc1)c1ccccc1)c1ccco1	-1	-0.6	-0.4	-2	-7	-2.3	7	2	-3	-3
COc1ccc(C(=O)NC(C)c2ccccc2)cc1Br (centres undefined)	-4	-0.5	-0.7	2	13	-0.2	0	4	-1	-5
O=C(NC1CCN(S(=O)(=O)c2cccc(F)c2)CC1)c1cccc(F)c1	1	0.4	-0.5	-2	6	-2.5	-1	-1	-3	-6
COc1cc(O)sc1C=Nc1ccc(Cl)cc1	-3	-0.1	0.5	2	-16	0.8	-2	-18	8	-2
CN(Cc1ccccc1)C(=O)CNC(=O)Cn1cnc2ccccc2c1=O	-4	-0.9	0.7	2	-9	-1.4	1	-2	-6	-2
COc1cc(CC(=O)NCc2ccccn2)cc(OC)c1OC	-5	-1.6	-0.1	-2	25	-0.8	2	0	-13	1
CC(C)CCN1CCNC(=O)C1CC(=O)Nc1ccc(F)cc1 (centres undefined)	-6	1.1	0.3	-2	-12	-2.3	-2	-3	0	-2
COc1ccc(CN2C[C@]3(CO)O[C@@H](CO)C[C@@H]3S2(=O)=O)cc1	-1	0.9	-0.1	5	4	-1.1	2	3	-6	4
O=C(c1ccco1)N(CCC(c1ccccc1)c1ccco1)Cc1ccccc1 (centres undefined)	-11	-1.1	-0.7	-2	-10	2.9	10	4	-15	17
C=CCNC(=S)NNC(=O)c1cccn(Cc2ccc(Cl)c(Cl)c2)c1=O	-1	0.1	0.9	1	7	0.1	-6	8	7	-1
COCCNC(=O)/C(C#N)=C/c1cc(C(C)C)c(OC)cc1C	-12	-0.8	4.5	1	-1	1.7	6	-9	8	-2

Next part; it opens with the four that closed the last part.
SMILES	MsrA act	Tb MetRS inh	MsrA inhibitor	STEP block	CendR NRP1 mod	LMPTP inh	DNMT1 inh	SUMO1-SIM PPI	eLon inh	Scp-1 inhibitor
COc1ccc(CN2C[C@]3(CO)O[C@@H](CO)C[C@@H]3S2(=O)=O)cc1	-1	0.9	-0.1	5	4	-1.1	2	3	-6	4
O=C(c1ccco1)N(CCC(c1ccccc1)c1ccco1)Cc1ccccc1 (centres undefined)	-11	-1.1	-0.7	-2	-10	2.9	10	4	-15	17
C=CCNC(=S)NNC(=O)c1cccn(Cc2ccc(Cl)c(Cl)c2)c1=O	-1	0.1	0.9	1	7	0.1	-6	8	7	-1
COCCNC(=O)/C(C#N)=C/c1cc(C(C)C)c(OC)cc1C	-12	-0.8	4.5	1	-1	1.7	6	-9	8	-2
O=C1CN(C(=O)COC(=O)c2cccs2)c2ccccc2N1	1	-0.1	0.3	2	3	0.3	10	-2	-7	-3
Cc1ccc(Cn2c(C(C)Nc3nc(-c4ccc(F)cc4)cs3)nc3cc(Cl)c(Cl)cc32)cc1 (centres undefined)	-3	-0.1	-0.1	5	-14	1.0	-1	-1	-12	19
CC(OC(=O)CCCCCN=C1NS(=O)(=O)c2ccccc21)C(=O)Nc1cc(Cl)cc(Cl)c1 (centres undefined)	-5	1.7	0.2	-2	3	1.0	-15	3	-4	-14
CCOC(=O)C1CCN(C(=O)c2ccc(Cl)c(Cl)c2)CC1	-4	-0.6	0.8	-2	17	-1.3	0	-4	-3	-16
COc1ccc2nc(NC(=O)c3cccs3)sc2c1	-7	-0.4	3.5	-2	2	-0.5	0	1	7	-7
O=C(NCc1ccc2c(c1)OCO2)NC12CC3CC(CC(C3)C1)C2	-2	-0.1	-0.7	1	-2	-0.4	-1	2	-7	-7
COc1ccc(N2CCN(CCNC(=O)CCN3C(=O)COc4ccccc43)CC2)cc1	2	-0.4	0.0	0	-2	-1.5	0	0	-2	10
CCN(CC)CCNC(=O)/C(=C/c1cn(CC)c2ccccc12)NC(=O)c1cc(OC)c(OC)c(OC)c1	-3	0.7	3.4	0	10	-0.3	2	-3	0	-3
O=C(NC1CC1)c1cccc2c1C(=O)c1ccc(N3CCC(Cc4ccccc4)CC3)cc1S2(=O)=O	-2	-0.4	-0.4	-6	-140	3.8	-5	-34	-99	4
Cc1sc2ccccc2[n+]1CC(=O)c1ccccc1	0	1.8	x	0	-1	-0.1	-5	-1	-5	-9
Cc1ccc(S(=O)(=O)Nc2cccc(C(=O)NCC(c3ccco3)N(C)C)c2)cc1F (centres undefined)	-3	-0.1	0.3	-1	-11	-6.3	-1	-7	2	-5
O=C(CSc1ncn[nH]1)Nc1nc(-c2ccccc2)cs1	1	0.3	1.3	-3	10	-0.8	-5	3	0	1
O=C(c1ccc(Br)o1)N1CCN=C1SCc1cccc(F)c1	-2	0.2	-1.4	2	4	-0.4	4	4	-6	-6
O=C1CCc2cc(S(=O)(=O)N3CCN(Cc4ccc5c(c4)OCO5)CC3)ccc2N1	-1	-0.6	-1.6	-2	-11	-0.1	-1	3	-6	-3
Cc1cccc(N2CCN(C(=O)c3cc(S(=O)(=O)N4CCCC4)cn3C)CC2)c1C	-9	-0.5	0.2	0	-7	0.1	2	-1	-11	2
Cc1ccccc1C(=O)NCCOc1ccccc1Cl	-4	0.0	-0.3	-1	-6	-0.9	0	5	2	-10
Cc1nc(NC(=O)COC(=O)C(C)NC(=O)c2ccccc2)c(Cl)cc1Cl (centres undefined)	-1	-0.2	-0.4	0	-9	-1.6	1	1	-5	0
Cc1cc(C)c(OCC(=O)N(Cc2cccs2)C2CCS(=O)(=O)C2)c(C)c1 (centres undefined)	-2	0.0	1.2	-1	2	-0.7	1	-2	4	-2
CCN(CC)c1ccc(/C=N/NC(=O)c2nnn(-c3nonc3N)c2CN(C)C2CCCCC2)cc1	-2	-0.5	0.9	2	-3	2.1	-20	-2	7	x
CCOc1ccc(-c2cc(C(=O)N/N=C/c3ccc(O)cc3)c3ccccc3n2)cc1	-6	-0.9	1.5	1	-6	4.0	-5	5	5	-3
COc1ccccc1NC(=O)Cc1cccc2ccccc12	-3	0.2	-1.5	1	5	-0.3	-2	2	-2	-14

Bioassay records from PubChem BioAssay.
